Bioassay records as filed in PubChem BioAssay.
CHO-K1 Ca antag: nonselective inhibitor or artifact in parental CHO-K1 cells; ATP-induced calcium, Fluo-8 fluorescence; inhibition, % at 3 µM; actives 0.6% (n = 360,000);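 active = inhibition above a per-plate cutoff, the plate's mean sample inhibition plus 3 SD, cut at about 24% in these data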;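 note: 0% = DMSO plus EC80 ATP and 100% = DMSO alone without ATP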
CHO parental Ca: signal in parental CHO cells, OX1R antagonist counter-screen | parental CHO-K1, ATP-induced calcium, Fluo-8 fluorescence | actives 0.63% (n = 330,000) | inhibition, % at 5.6 µM;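 active = inhibition above that plate's mean sample inhibition plus 3 SD, cut at about 26% in these data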;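 note: 0% = ATP-challenged DMSO wells and 100% = DMSO wells without ATP; some compounds past the cut are filed as inactive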
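Assay system: parental CHO cells; Read-out basis: percent inhibition of ATP-evoked calcium rise, normalized to controls; Benchmarks: ATP and no-ATP DMSO wells; Compound dosing: single nominal dose of 5.6 µM per compound; Signal: Fluo-8 calcium dye fluorescence; Also added: ATP as calcium-mobilizing challenge; Repeats: singlicate.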
M1 ag parental: counter-screen for M1 agonists: effect in parental CHO-K1 cells | activation, % at 3 µM | Fluo-8 calcium fluorescence; scaled to maximal ATP response, vehicle zero | AID 602248 | actives 0.48% (n = 360,000); in the data active = activation above about 15%;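 note: untransfected CHO-K1 host cells lacking M1 receptor as counterscreen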
TAAR1 ag: human TAAR1 agonism | Q96RJ0 | CHO RD-HGA16 TAAR1, Fluo-8 calcium fluorescence; vehicle wells 0%, saturating PEA agonist 100% | activation, % at 3 µM | actives 0.99% (n = 360,000);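 active = activation above the mean activation of all test compounds in the run plus 3 SD, cut at about 38% in these data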
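Test system: RD-HGA16 (CHO) cells co-expressing Gα16 and hTAAR1 | Doses: Single dose, 3 µM | Schedule: 17-24 h seeding, 75 min 37 °C dye, 30 min RT | Evaluation: % activation from peak over basal fluorescence ratio, DMSO-to-PEA scaled | Technique: Kinetic Fluo-8 calcium fluorescence | Benchmarks: Low control DMSO, high control PEA (EC100)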
V1aR counter: counter-screen for oxytocin receptor agonists: human V1a receptor agonists; P37288; CHO-V1R cells, Fluo-8 calcium fluorescence, agonist mode; 0% DMSO, 100% 3 nM vasopressin; activation, % at 3 µM; actives 0.25% (n = 320,000);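 active = activation above the mean activation of all tested compounds plus 3 SD, per screening run, cut at about 20% in these data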;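 note: signal is peak over basal fluorescence ratio across a 100 second FLIPR read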
Target sequence (P37288 whole entry, looked up): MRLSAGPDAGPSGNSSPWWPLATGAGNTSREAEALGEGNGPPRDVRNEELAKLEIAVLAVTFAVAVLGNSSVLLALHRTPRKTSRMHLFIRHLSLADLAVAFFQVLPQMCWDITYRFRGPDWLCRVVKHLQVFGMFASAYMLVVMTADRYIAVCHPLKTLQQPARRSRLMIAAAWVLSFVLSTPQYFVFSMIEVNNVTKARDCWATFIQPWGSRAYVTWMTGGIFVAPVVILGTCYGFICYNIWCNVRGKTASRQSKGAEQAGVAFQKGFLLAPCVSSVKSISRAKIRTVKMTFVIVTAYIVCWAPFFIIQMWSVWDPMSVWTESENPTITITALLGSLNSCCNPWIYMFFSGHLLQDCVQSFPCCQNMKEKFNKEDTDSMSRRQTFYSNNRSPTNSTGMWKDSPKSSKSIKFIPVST
OXTR potentiator: potentiators of human oxytocin receptor | activation, % at 3 µM | AID 2445 | CHO-OTR cells, Fluo-8 calcium fluorescence, potentiator mode; 0% = oxytocin EC15, 100% = EC100 | actives 0.061% (n = 320,000) | P30559;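 active = activation above that plate's cutoff, the mean activation of tested compounds plus 3 SD, cut at about 6.6% in these data, passing the limit was not always enough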;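 note: 100% uses oxytocin at 75 nM as the full agonist control; some results filed as inactive read as strong as hits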
Target sequence (P30559 whole entry, looked up): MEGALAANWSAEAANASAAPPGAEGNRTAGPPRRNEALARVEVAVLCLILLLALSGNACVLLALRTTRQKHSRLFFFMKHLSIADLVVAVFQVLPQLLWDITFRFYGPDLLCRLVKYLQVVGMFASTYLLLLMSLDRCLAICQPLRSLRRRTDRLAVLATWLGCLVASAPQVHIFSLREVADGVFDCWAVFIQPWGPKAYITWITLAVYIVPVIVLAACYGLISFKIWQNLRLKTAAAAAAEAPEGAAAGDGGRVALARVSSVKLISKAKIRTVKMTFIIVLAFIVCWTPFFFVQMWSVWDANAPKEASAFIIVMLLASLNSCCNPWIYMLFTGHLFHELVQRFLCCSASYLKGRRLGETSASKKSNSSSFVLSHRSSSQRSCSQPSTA
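Assay system: CHO-OTR cells, human receptor / Also added: oxytocin at about EC15, sub-maximal agonist stimulus / Dosing: single dose, 3.0 µM nominal final compound concentration / Incubation: 6 min pre-incubation, 100 s read / Technique: Fluo-8 calcium dye fluorescence / Read-out: % activation vs EC15 and EC100 oxytocin / Benchmarks: EC15 oxytocin low, 75 nM oxytocin high / Replicates: singlicate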
CHO-K1 Ca PAM: counter-screen for M1 PAMs: effect in parental CHO-K1 cells; AID 602247; ATP EC20, Fluo-8 calcium fluorescence; 0% at ATP EC20, 100% at ATP max; actives 0.02% (n = 360,000); activation, % at 3 µM;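 active = activation above the run cutoff, the mean activation of all test compounds plus 3 SD, cut at about 40% in these data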;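 note: peak over basal fluorescence ratio in a 140 s read after ATP addition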
TAAR1 antagonist: human TAAR1 antagonism | Q96RJ0 | CHO RD-HGA16 TAAR1, Fluo-8 calcium fluorescence, antagonist | inhibition, % at 3 µM | actives 1.5% (n = 360,000) | AID 624466;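 active = inhibition above a per-plate cutoff, the mean inhibition of test compounds on that plate plus 3 SD, cut at about 49% in these data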;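 note: 0% = DMSO plus EC80 beta-PEA response and 100% = DMSO alone without agonist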
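test system = CHO RD-HGA16 cells bearing hTAAR1 | replication = singlicate | controls = DMSO-only wells and EC80 β-PEA-stimulated wells | reagent = EC80 β-phenethylamine stimulus | read-out basis = percent inhibition of PEA-evoked calcium signal, max/basal emission ratio | schedule = seeding 17-24 h prior, 75-min 37 °C, 30-min RT dye loading | signal = kinetic Fluo-8 calcium fluorescence measurement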
M1 ag: human M1 muscarinic receptor agonism | P11229 | activation, % at 3 µM | actives 0.33% (n = 360,000) | AID 588814 | CHO-K1 hM1, Fluo-8 calcium fluorescence, agonist mode; 0% DMSO, 100% acetylcholine EC100;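 active = activation above the run's mean compound activation plus 3 SD, cut at about 16% in these data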;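 note: peak over basal fluorescence ratio within a 140 s kinetic read after compound addition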
Numbers without * were called inactive.

Results for Cc1ccc2cccc(OCC(=O)NCCC3=CCCCC3)c2n1 ?
CHO-K1 Ca antag: -3; CHO parental Ca: -13; M1 ag parental: 0.1; V1aR counter: -0.6; OXTR potentiator: -9; CHO-K1 Ca PAM: -1; M1 ag: -1

How did O=C(O)c1cccc(COc2ccc(CO)cc2Cl)c1 do in these assays?
CHO-K1 Ca antag: -10; CHO parental Ca: 3; M1 ag parental: 0.2; TAAR1 ag: 1; V1aR counter: 0.2; OXTR potentiator: -5; CHO-K1 Ca PAM: 16; TAAR1 antagonist: 0; M1 ag: -5

What do the screens show for `O=C(NCc1ccccc1)c1cnc(-c2ccccn2)nc1C(F)(F)F`?
CHO-K1 Ca antag: -2; CHO parental Ca: -16; M1 ag parental: 0.5; TAAR1 ag: 6; V1aR counter: -0.4; OXTR potentiator: 1; CHO-K1 Ca PAM: 7; TAAR1 antagonist: -2; M1 ag: 0

What do the screens show for `COc1ccc(-c2nnc(SC(C)C(=O)Nc3ccc4c(c3)OCCO4)o2)cc1` (configuration not stated)?
CHO-K1 Ca antag: -12; CHO parental Ca: -8; M1 ag parental: 0.5; TAAR1 ag: 4; V1aR counter: -0.5; OXTR potentiator: -1; CHO-K1 Ca PAM: 0; TAAR1 antagonist: -1; M1 ag: -3

How did CCC(CC)c1nnc(NC(=O)CSCc2c(C)noc2C)s1 do in these assays?
CHO-K1 Ca antag: -14; M1 ag parental: 0.3; TAAR1 ag: 18; CHO-K1 Ca PAM: 19; TAAR1 antagonist: -30; M1 ag: 0

How did O=C(N/N=C/c1cn(CC(=O)N2CCOCC2)c2ccccc12)c1cccnc1 do in these assays?
CHO-K1 Ca antag: -11; CHO parental Ca: -1; M1 ag parental: 1.5; TAAR1 ag: 10; V1aR counter: 0.8; OXTR potentiator: -3; CHO-K1 Ca PAM: 21; TAAR1 antagonist: -2; M1 ag: -3

Results for Nc1ccc(-n2nncc2-c2ccccc2)cc1 ?
CHO-K1 Ca antag: -8; CHO parental Ca: -4; M1 ag parental: 0.7; TAAR1 ag: -5; V1aR counter: 0.5; OXTR potentiator: -20; CHO-K1 Ca PAM: 15; TAAR1 antagonist: 12; M1 ag: -2

How did CN(C)c1ccc(/C=C/C(=O)c2ccc3c(c2)OCO3)cc1 do in these assays?
CHO-K1 Ca antag: 21; CHO parental Ca: 48*; M1 ag parental: 46*; TAAR1 ag: 27; V1aR counter: 77*; OXTR potentiator: -12; CHO-K1 Ca PAM: -6; TAAR1 antagonist: 40; M1 ag: 53*

What do the screens show for `O=C(C1CCCO1)N1CCN(c2ccc(F)cc2)CC1` (configuration not stated)?
CHO-K1 Ca antag: -10; CHO parental Ca: 11; M1 ag parental: 0.0; TAAR1 ag: 0; V1aR counter: 0.4; OXTR potentiator: 0; CHO-K1 Ca PAM: 8; TAAR1 antagonist: 1; M1 ag: -3

How did Cc1ccccc1NC(=O)COC(=O)c1ccccc1SCC(=O)N1CCCC1 do in these assays?
CHO-K1 Ca antag: -13; CHO parental Ca: -23; M1 ag parental: 3.8; TAAR1 ag: 3; V1aR counter: 1.2; OXTR potentiator: -5; CHO-K1 Ca PAM: 0; TAAR1 antagonist: 5; M1 ag: -2

Results for CC1CCN(S(=O)(=O)c2ccc3c(c2)oc(=O)n3CC(=O)N2c3ccccc3CC2C)CC1 (configuration not stated) ?
CHO-K1 Ca antag: 0; CHO parental Ca: -11; M1 ag parental: 0.9; TAAR1 ag: 0; V1aR counter: 1.1; OXTR potentiator: 0; CHO-K1 Ca PAM: 6; TAAR1 antagonist: -4; M1 ag: -9

Results for COc1cc2c(cc1N)-c1ccc(N)cc1C2 ?
CHO-K1 Ca antag: -7; M1 ag parental: -0.3; TAAR1 ag: 0; CHO-K1 Ca PAM: -8; TAAR1 antagonist: 6; M1 ag: -3

How did COc1ccc(CNC(=O)C2CC(O)CN2C(=O)Nc2ccccc2)cc1 (configuration not stated) do in these assays?
CHO-K1 Ca antag: -9; M1 ag parental: 0.0; TAAR1 ag: 3; CHO-K1 Ca PAM: 14; TAAR1 antagonist: -11; M1 ag: 5

Results for CN(Cc1nccn1C)C(=O)c1cc(COc2ccc3ncccc3c2)on1 ?
CHO-K1 Ca antag: 5; CHO parental Ca: 3; M1 ag parental: 8.5; TAAR1 ag: 4; V1aR counter: 7.6; OXTR potentiator: -25; CHO-K1 Ca PAM: -14; TAAR1 antagonist: 9; M1 ag: 3

How did CC(C)CCNC(=O)NC(=O)CSc1nnc(-c2ccccc2F)n1N do in these assays?
CHO-K1 Ca antag: -5; CHO parental Ca: -9; M1 ag parental: 0.5; TAAR1 ag: 8; V1aR counter: 1.8; OXTR potentiator: -9; CHO-K1 Ca PAM: 9; TAAR1 antagonist: -7; M1 ag: -4

How did CN(c1ccccc1)S(=O)(=O)c1cccc(NC(=O)CCN2C(=O)C3CCCCC3C2=O)c1 (configuration not stated) do in these assays?
CHO-K1 Ca antag: 9; CHO parental Ca: -19; M1 ag parental: 1.6; TAAR1 ag: 7; V1aR counter: 0.3; OXTR potentiator: -3; CHO-K1 Ca PAM: -7; TAAR1 antagonist: 9; M1 ag: 0

How did CCOc1ccccc1OCC(=O)Nc1cc(C)on1 do in these assays?
CHO-K1 Ca antag: -7; CHO parental Ca: -4; M1 ag parental: 0.3; TAAR1 ag: 0; V1aR counter: -0.6; OXTR potentiator: 4; CHO-K1 Ca PAM: 0; TAAR1 antagonist: 3; M1 ag: -2

What do the screens show for `O=C1NN(c2ccccc2)C(=O)/C1=C\c1ccccc1`?
CHO-K1 Ca antag: -7; M1 ag parental: 0.3; TAAR1 ag: 14; CHO-K1 Ca PAM: 18; TAAR1 antagonist: -5; M1 ag: 1

What do the screens show for `COc1ccc(CNC(=O)COC(=O)[C@@H]2CCCN2C(=O)c2cccs2)cc1`?
CHO-K1 Ca antag: -6; CHO parental Ca: -14; M1 ag parental: 0.3; TAAR1 ag: 2; V1aR counter: -1.0; OXTR potentiator: -6; CHO-K1 Ca PAM: 4; TAAR1 antagonist: 0; M1 ag: -2

Results for Cc1ccc2c(c1)C(=O)CCN2 ?
CHO-K1 Ca antag: -13; CHO parental Ca: -12; M1 ag parental: 0.1; TAAR1 ag: 10; V1aR counter: -0.2; OXTR potentiator: -6; CHO-K1 Ca PAM: 20; TAAR1 antagonist: -5; M1 ag: 0

What do the screens show for `CC(=O)N(c1nnc(-c2cccc(C)c2)s1)C1CCCC1`?
CHO-K1 Ca antag: 12; CHO parental Ca: -21; M1 ag parental: 0.1; TAAR1 ag: 13; V1aR counter: -1.5; OXTR potentiator: -19; CHO-K1 Ca PAM: -20; TAAR1 antagonist: -34; M1 ag: 0

What do the screens show for `CCC(=O)n1nc(-c2ccc(OC)cc2)nc1NCc1cccs1`?
CHO-K1 Ca antag: -21; M1 ag parental: 0.7; TAAR1 ag: 4; CHO-K1 Ca PAM: 27; TAAR1 antagonist: -7; M1 ag: -4

Results for Cc1cc(C)n(CC(=O)NC2C(=O)N3C(C(=O)O)=C(CSc4nnc(C)s4)CSC23)n1 (configuration not stated) ?
CHO-K1 Ca antag: -16; CHO parental Ca: -16; M1 ag parental: 0.8; TAAR1 ag: 4; V1aR counter: -0.6; OXTR potentiator: -7; CHO-K1 Ca PAM: 21; TAAR1 antagonist: -10; M1 ag: -3

What do the screens show for `O=C1N=c2ccccc2=C1c1sc(=S)n(NC(=O)c2cccc(O)c2)c1O`?
CHO-K1 Ca antag: 5; M1 ag parental: 3.9; TAAR1 ag: 18; CHO-K1 Ca PAM: -19; TAAR1 antagonist: 51*; M1 ag: -3

Pulled one by one from the entries so far (two):
Results for Cc1ccc2cccc(OCC(=O)NCCC3=CCCCC3)c2n1 ?
CHO-K1 Ca antag: -3; CHO parental Ca: -13; M1 ag parental: 0.1; V1aR counter: -0.6; OXTR potentiator: -9; CHO-K1 Ca PAM: -1; M1 ag: -1

Results for COc1cc2c(cc1N)-c1ccc(N)cc1C2 ?
CHO-K1 Ca antag: -7; M1 ag parental: -0.3; TAAR1 ag: 0; CHO-K1 Ca PAM: -8; TAAR1 antagonist: 6; M1 ag: -3

Next structures.
Results for Cc1ccc2oc(=O)c3cnn(CC(=O)NCCc4ccsc4)c3c2c1 ?
CHO-K1 Ca antag: 6; CHO parental Ca: -12; M1 ag parental: -0.1; TAAR1 ag: 1; V1aR counter: 1.4; OXTR potentiator: -3; CHO-K1 Ca PAM: -6; TAAR1 antagonist: -26; M1 ag: -4

How did Cn1c(SCC(=O)Nc2ccc3c(c2)CCC3)nnc1C1CC1 do in these assays?
CHO-K1 Ca antag: -19; CHO parental Ca: -19; M1 ag parental: -0.1; TAAR1 ag: 0; V1aR counter: 0.2; OXTR potentiator: -8; CHO-K1 Ca PAM: 10; TAAR1 antagonist: -8; M1 ag: -9

How did CNc1cncc(-c2ccc(OC)c(OC)c2)n1 do in these assays?
CHO-K1 Ca antag: -3; M1 ag parental: -0.1; TAAR1 ag: 0; CHO-K1 Ca PAM: 5; TAAR1 antagonist: -12; M1 ag: -5

What do the screens show for `N=c1oc2cc(O)ccc2cc1C(=O)Nc1nc2ccccc2s1`?
CHO-K1 Ca antag: -5; CHO parental Ca: 0; M1 ag parental: 0.8; TAAR1 ag: 6; V1aR counter: 1.2; OXTR potentiator: 2; CHO-K1 Ca PAM: 8; TAAR1 antagonist: -12; M1 ag: -1

Results for O=C(NC(=S)Nc1cc([N+](=O)[O-])ccc1O)c1ccc2c(c1)OCO2 ?
CHO-K1 Ca antag: -12; CHO parental Ca: 5; M1 ag parental: 1.5; TAAR1 ag: 1; V1aR counter: 5.5; OXTR potentiator: -9; CHO-K1 Ca PAM: 15; TAAR1 antagonist: -23; M1 ag: 0

Results for COc1ccc(NC(=O)CN(C)C2CCS(=O)(=O)C2)cc1 (configuration not stated) ?
CHO-K1 Ca antag: 15; CHO parental Ca: -10; M1 ag parental: -0.2; TAAR1 ag: 2; V1aR counter: 0.6; OXTR potentiator: 1; CHO-K1 Ca PAM: -5; TAAR1 antagonist: -19; M1 ag: -2

How did CC(C)CC(=O)Nc1nc2c(c(=O)[nH]1)CCCC2 do in these assays?
CHO-K1 Ca antag: -14; CHO parental Ca: -5; M1 ag parental: 0.2; TAAR1 ag: 2; V1aR counter: -0.2; OXTR potentiator: -9; CHO-K1 Ca PAM: 20; TAAR1 antagonist: -12; M1 ag: -2
